FAS TE block = FAS thioesterase domain inhibitors, primary screen, biochemical, fluorescence intensity, uHTS. recombinant FAS-TE, OMFH fluorogenic substrate, fluorescence endpoint. inhibition, % at 15 µM. 360,000 compounds, 0.67% hits;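 active = compounds whose normalised, plate-corrected inhibition of enzyme fluorescence in the single-dose primary screen is 50% or more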;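 note: 0% = DMSO with enzyme and 100% = substrate without enzyme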
SKN-1 block = suppressors of acrylamide-induced Pgst-4::GFP reporter in worms, primary screen, SKN-1 inhibitor project, whole organism, uHTS, GFP/RFP fluorescence ratio, strain VP596; C. elegans VP596 Pgst-4::GFP/RFP ratio, 24 h; inhibition, % at 21.8 µM; 360,000 compounds, 0.49% hits; AID 624304, 2012;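 active = interference check ratio from 0.5 to 1.5 plus GFP to RFP signal ratio inhibition reaching or exceeding a fixed threshold, cut at about 30% in these data, passing the limit was not always enough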; note: some compounds called inactive have numbers as strong as hits
Rin1 Abl inh = inhibitors of Rin1-Abl protein binding, primary screen, biochemical, TR-FRET. 360,000 compounds, 0.4% hits. Tyrosine-protein kinase ABL1 (Homo sapiens) + Ras and Rab interactor 1 (Homo sapiens), …. inhibition, % at 7.35 µM. AID 588664, 2011; in the data active = inhibition above about 5%, passing the limit was not always enough
Neddyl block = inhibitors of cullin neddylation, primary screen, biochemical, TR-FRET, uHTS, NAE and Ubc12; calls only at 25 µM; AID 651699, 2012; NEDD8-conjugating enzyme Ubc12 (Homo sapiens) + NEDD8-activating enzyme E1 regulatory …; 360,000 compounds, 0.58% hits; in the data active = inhibition above about 36%
Target sequence (P61081 whole entry, looked up): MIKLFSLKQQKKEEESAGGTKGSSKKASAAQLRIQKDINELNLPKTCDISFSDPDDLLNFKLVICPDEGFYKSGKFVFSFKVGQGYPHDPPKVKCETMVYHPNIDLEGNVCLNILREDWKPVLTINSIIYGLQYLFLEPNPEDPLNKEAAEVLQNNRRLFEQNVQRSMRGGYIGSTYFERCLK
Target sequence (Q13564 whole entry, looked up): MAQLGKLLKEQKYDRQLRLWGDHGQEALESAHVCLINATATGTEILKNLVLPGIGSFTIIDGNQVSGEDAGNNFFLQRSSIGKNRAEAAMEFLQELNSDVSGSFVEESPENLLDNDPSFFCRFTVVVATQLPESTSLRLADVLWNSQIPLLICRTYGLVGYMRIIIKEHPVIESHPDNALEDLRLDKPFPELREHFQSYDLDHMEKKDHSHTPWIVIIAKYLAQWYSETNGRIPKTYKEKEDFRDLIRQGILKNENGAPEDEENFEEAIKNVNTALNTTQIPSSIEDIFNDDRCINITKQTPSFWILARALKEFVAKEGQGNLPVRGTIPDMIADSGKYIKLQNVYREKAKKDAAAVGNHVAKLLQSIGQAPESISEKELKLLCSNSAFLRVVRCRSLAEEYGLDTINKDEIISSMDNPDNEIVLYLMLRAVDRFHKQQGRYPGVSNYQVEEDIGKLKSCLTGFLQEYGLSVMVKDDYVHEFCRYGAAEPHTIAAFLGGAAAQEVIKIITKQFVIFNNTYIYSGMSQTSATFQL
MT1-MMP act inh = blockers of MT1-MMP proenzyme processing, primary screen, HT1080 RFP-PRO-GFP cells, GFP/RFP fluorescence; Matrix metalloproteinase-14 (Homo sapiens), P50281; GFP/RFP ratio fluorescence, overnight; percent of plate control window, DMSO zero; GFP/RFP ratio change, % at 20 µM; 360,000 compounds, 0.061% hits; AID 651647, 2012;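 active = GFP/RFP ratio change of at least 30% with cell ATP level not reduced by more than half and red fluorescence within 50% of control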; note: strong numbers were not always called active
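Read-out: GFP/RFP fluorescence ratio; Test system: RFP-PRO-GFP reporter HT1080 cells; Compound dosing: single-point 20 µM compound, 1% DMSO; Times: overnight compound exposure at 37 °C.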
NRP1-CendR mod = modulators of CendR peptide binding to NRP-1, primary screen, biochemical, fluorescence polarization, uHTS | inhibition, % at 25 µM | 360,000 compounds, 0.85% hits | FAM-RPARPAR peptide binding to NRP-1 | Neuropilin-1 (Homo sapiens), O14786 | AID 602438, 2012;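 active = inhibition or corrected inhibition above about 18%, plus a signal ratio from 0.5 to 1.5, limit read from the data, passing the limit was not always enough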; note: strong numbers were not always called active
MLLE-PAM2 inh = inhibitors of PABP1 MLLE–PAM2 peptide binding, primary screen, biochemical, fluorescence polarization, FITC-PAM2, GST-MLLE. Polyadenylate-binding protein 1 (Homo sapiens), P11940. inhibition, % at 20 µM. 360,000 compounds, 0.36% hits; in the data active = inhibition above about 35%, passing the limit was not always enough;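 note: plate controls were DMSO wells with GST-MLLE for no effect and wells lacking GST-MLLE protein for full effect; some results filed as inactive read as strong as hits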
E coli Lon inh = inhibitors of E. coli Lon protease, primary screen, biochemical, fluorescence polarization; AID 602123, 2011; P0A9M0; purified E. coli Lon protease; 360,000 compounds, 0.42% hits; inhibition, % at 7.94 µM; in the data active = inhibition above about 13%, passing the limit was not always enough;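 note: 0% = enzyme with probe and DMSO and 100% = no enzyme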
bovine MsrA act = bovine MsrA enzyme activators, primary screen, biochemical, absorbance, HTS; Methionine sulfoxide reductase A (Bos taurus); AID 602163, 2012; activation, % at 10.6 µM; purified bovine MsrA, absorbance read-out; 360,000 compounds, 0.3% hits; in the data active = activation above about 7.5%;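 note: 0% = vehicle and 100% = reference activator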
* marks the source's active call; other numbers are inactive results; i = inactive; . = not tested or not shown.

entry	structure	FAS TE block	SKN-1 block	Rin1 Abl inh	Neddyl block	MT1-MMP act inh	NRP1-CendR mod	MLLE-PAM2 inh	E coli Lon inh	bovine MsrA act
1	CSc1ccccc1OCc1cc(C(=O)NCc2cccc(C)n2)no1	1.7	6.8	-1.2	i	1.1	-6.0	-3.8	-11.6	-2.4
2	CCOC1=C2CN(S(=O)(=O)c3ccc(C)cc3)C(c3cccc(Cl)c3)CC2N(S(=O)(=O)c2ccc(Cl)cc2)C(c2ccccc2)C1 (centres undefined)	.	-7.4	.	i	11.0	-1.5	.	.	.
3	Cc1cccc(CSc2nnc(CCNC(=O)OC(C)(C)C)o2)c1	7.4	7.8	1.6	i	-4.2	1.7	6.0	0.2	-3.2
4	CC(C)[C@@H]1Cc2[nH]n(C)c(=O)c2[C@H](c2ccc(F)cc2)O1	-9.2	0.3	.	i	5.9	-6.3	.	-3.1	-1.0
5	COc1ccc(NC(=O)CSCC(=O)Nc2sccc2C#N)cc1	-6.1	7.0	1.5	i	7.4	-49.1	-28.1	-25.6	-12.2
6	O=C(O)CSCC(=O)Nc1ccccc1SCCS(=O)(=O)c1ccc(Cl)cc1	-5.5	9.9	-0.8	i	-1.5	6.6	26.2	-1.9	-4.1
7	Fc1ccc(COc2ccc3ccccc3c2CNc2nn[nH]n2)cc1	-120.9	8.4	3.9	i	4.6	-0.1	-13.6	4.3	-5.4
8	CCCc1c(-c2ccc(F)cc2F)ncn1Cc1ccccc1OC	8.9	0.0	.	i	-0.4	-1.2	.	6.5	-0.2
9	COc1cc(CCN2C(=O)c3cccc4cccc(c34)C2=O)c(S(=O)(=O)N2CCC(C)CC2)cc1OC	30.4	-4.4	-1.2	i	-3.3	-2.2	-8.1	5.2	2.1
10	CCCNC(=O)Nc1nc2ccccc2s1	-1.1	-1.6	0.2	i	-1.3	2.8	-6.4	1.2	-8.0
11	Nc1nc(SCc2ccccc2)c2ncn(C3CCCCC3)c2n1	1.6	9.1	3.8	i	3.8	1.5	1.4	-4.7	-1.3

Sorted by formula weight (falling): some entries from above.
entry	structure	FAS TE block	SKN-1 block	Rin1 Abl inh	Neddyl block	MT1-MMP act inh	NRP1-CendR mod	MLLE-PAM2 inh	E coli Lon inh	bovine MsrA act
2	CCOC1=C2CN(S(=O)(=O)c3ccc(C)cc3)C(c3cccc(Cl)c3)CC2N(S(=O)(=O)c2ccc(Cl)cc2)C(c2ccccc2)C1 (centres undefined)	.	-7.4	.	i	11.0	-1.5	.	.	.
9	COc1cc(CCN2C(=O)c3cccc4cccc(c34)C2=O)c(S(=O)(=O)N2CCC(C)CC2)cc1OC	30.4	-4.4	-1.2	i	-3.3	-2.2	-8.1	5.2	2.1
6	O=C(O)CSCC(=O)Nc1ccccc1SCCS(=O)(=O)c1ccc(Cl)cc1	-5.5	9.9	-0.8	i	-1.5	6.6	26.2	-1.9	-4.1
5	COc1ccc(NC(=O)CSCC(=O)Nc2sccc2C#N)cc1	-6.1	7.0	1.5	i	7.4	-49.1	-28.1	-25.6	-12.2
3	Cc1cccc(CSc2nnc(CCNC(=O)OC(C)(C)C)o2)c1	7.4	7.8	1.6	i	-4.2	1.7	6.0	0.2	-3.2
8	CCCc1c(-c2ccc(F)cc2F)ncn1Cc1ccccc1OC	8.9	0.0	.	i	-0.4	-1.2	.	6.5	-0.2
11	Nc1nc(SCc2ccccc2)c2ncn(C3CCCCC3)c2n1	1.6	9.1	3.8	i	3.8	1.5	1.4	-4.7	-1.3
4	CC(C)[C@@H]1Cc2[nH]n(C)c(=O)c2[C@H](c2ccc(F)cc2)O1	-9.2	0.3	.	i	5.9	-6.3	.	-3.1	-1.0
10	CCCNC(=O)Nc1nc2ccccc2s1	-1.1	-1.6	0.2	i	-1.3	2.8	-6.4	1.2	-8.0

Rows are unselected; overall some 4% were active at least once.
